Screens as filed in PubChem BioAssay.
ERa SRC1 pot – ER-alpha (human) coactivator binding potentiation; coactivator binding (% of control), % at 25.6 µM; TR-FRET ERalpha-LBD/SRC-Cy5 coactivator binding, 2 h; 100 = basal binding, no effect; 86,000 tested, 1.3% active; P03372; in the data active = activity above about 200%;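 also: binding measured in presence of low estradiol as agonist stimulus; 0% = peptide alone without receptor and 100% = receptor with peptide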
Target sequence (P03372 whole entry, looked up, the tested form may be a part): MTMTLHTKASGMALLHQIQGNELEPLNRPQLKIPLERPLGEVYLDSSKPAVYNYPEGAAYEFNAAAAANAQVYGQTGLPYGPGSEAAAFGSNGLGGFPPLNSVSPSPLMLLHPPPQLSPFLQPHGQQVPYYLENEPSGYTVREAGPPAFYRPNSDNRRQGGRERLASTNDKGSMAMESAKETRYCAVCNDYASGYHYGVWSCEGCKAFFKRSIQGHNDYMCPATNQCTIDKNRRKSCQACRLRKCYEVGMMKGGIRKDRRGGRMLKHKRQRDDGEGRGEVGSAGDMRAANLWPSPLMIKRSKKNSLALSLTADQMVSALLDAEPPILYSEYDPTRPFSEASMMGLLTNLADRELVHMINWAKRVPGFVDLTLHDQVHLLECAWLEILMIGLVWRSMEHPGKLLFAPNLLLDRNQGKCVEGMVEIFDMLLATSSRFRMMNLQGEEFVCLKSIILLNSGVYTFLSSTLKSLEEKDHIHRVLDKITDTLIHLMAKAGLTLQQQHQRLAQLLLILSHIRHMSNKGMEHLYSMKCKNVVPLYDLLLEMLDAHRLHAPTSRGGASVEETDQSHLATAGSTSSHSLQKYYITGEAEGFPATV
CYP2C19 act – cytochrome P450 2C19 (human) activation; activation factor at 5 µM; recombinant CYP2C19, luciferin-H EGE luminescence; hits give high values; 0 = fully inhibited enzyme, 1 = untreated enzyme; 96,000 tested, under 10 active; P33261; AID 1025;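 active = activation factor of at least 2 at 5 µM in the primary screen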;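 also: 0 = wells with 2.5 mM tranylcypromine and 1 = vehicle-only wells; values of inactives mirror those of a sister screen read the other way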
Target sequence (P33261 whole entry, looked up): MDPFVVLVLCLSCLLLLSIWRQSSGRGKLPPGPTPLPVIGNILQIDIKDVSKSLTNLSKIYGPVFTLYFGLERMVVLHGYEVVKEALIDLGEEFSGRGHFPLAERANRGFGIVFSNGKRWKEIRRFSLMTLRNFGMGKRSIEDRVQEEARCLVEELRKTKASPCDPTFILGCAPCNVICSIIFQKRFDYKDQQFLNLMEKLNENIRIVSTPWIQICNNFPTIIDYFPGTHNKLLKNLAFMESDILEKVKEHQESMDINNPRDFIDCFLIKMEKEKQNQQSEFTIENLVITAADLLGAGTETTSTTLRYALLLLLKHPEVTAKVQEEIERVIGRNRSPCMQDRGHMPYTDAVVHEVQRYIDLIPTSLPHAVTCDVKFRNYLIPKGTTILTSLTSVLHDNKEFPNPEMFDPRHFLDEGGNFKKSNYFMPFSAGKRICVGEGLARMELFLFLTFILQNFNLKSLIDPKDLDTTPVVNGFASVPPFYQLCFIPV
H69AR growth 86K – blocks growth of human H69AR lung tumor cells | AID 598 | viability, % at 10 µM | H69AR lung tumor viability, ATP luminescence, 72 h; hits give low values | 85,000 tested, 6% active;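 active = viability at or below 40%; inactive = viability above 40%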;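 also: multidrug resistant small cell line overexpressing MRP-1 efflux transporter; 100% = mean luminescence of untreated control wells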
ERa coact inh – blocks coactivator binding to human estrogen receptor alpha | 86,000 tested, 1.7% active | AID 629 | TR-FRET ER-alpha LBD / SRC-1 peptide, estradiol-bound | inhibition, % at 25.6 µM; in the data active = inhibition above about 50%;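 also: 0% = receptor plus peptide control and 100% = peptide only without receptor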
CD11b adhes inh – blocks human CD11b/CD18 adhesion to fibrinogen. K562 CD11b/CD18 adhesion to fibrinogen, ATPlite luminescence; Mn2+ added to activate the integrin. inhibition, % at 10 µM. 93,000 tested, 0.54% active. AID 1497;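 active = primary inhibition of 50% or more at 10 µM, then 40% or more on retest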; also: some results filed as inactive read as strong as hits
HUVEC prolif 384 – inhibitors of human endothelial cell proliferation | HUVEC proliferation, CellTiter-Glo luminescence, 72 h; hits give low values | viability, % at 10 µM (by protocol) | AID 648 | 86,000 tested, 1.1% active;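 active = viability at or below 30%; inactive = viability above 30%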;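 also: 100% = median luminescence of DMSO-only cell control wells on each plate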
Lung fibro prol – blocks proliferation of human lung fibroblasts. LL 47 human lung fibroblast viability, ATP luminescence; hits give low values. viability, % at 10 µM. 85,000 tested, 1.1% active;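 active = viability at or below 50% in the single dose screen; inactive = viability above 50%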;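 also: compound exposure lasted 72 h before the ATP readout; 100% = median luminescence of untreated cell-only wells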
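Assay system: human lung fibroblast line LL 47, low passage. Input: 1,150 fibroblasts seeded per well. Times: overnight cell rest, 72 h compound treatment at 37 °C. Evaluation: % viability of median cell-only signal. Technique: luminescent ATP detection, CellTiter-Glo. Control set: cell-only wells, no compound.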
CD11b adhes enh – CD11b/CD18-fibrinogen binding enhancement | 93,000 tested, 0.07% active | activation, % at 10 µM | K562 CD11b/CD18 adhesion to fibrinogen, ATPlite luminescence;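 active = 10 µM primary screen giving 50% or more activity, confirmed by 40% or more on retest at that dose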; also: strong numbers were not always called active
CYP2C19 inh – human CYP2C19 inhibition; P33261; CYP2C19 Supersomes, luciferin-H EGE luminescence, 30 min; inhibition, % at 5 µM; 96,000 tested, 21% active; AID 778;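 active = CYP2C19 inhibition above a set limit at 5 µM in the primary screen, cut at about 50% in these data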;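 also: plate controls were negative control wells for no effect and 2.5 mM tranylcypromine positive control for full effect; values of inactives mirror those of a sister screen read the other way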
Numbers without * were called inactive; / = not tested or not shown; [ ] = remark or other dose.

SMILES	ERa SRC1 pot	CYP2C19 act	H69AR growth 86K	ERa coact inh	CD11b adhes inh	HUVEC prolif 384	Lung fibro prol	CD11b adhes enh	CYP2C19 inh
COc1ccccc1OCC(O)CN1C(=O)NC(C)(C)C1=O (stereo not drawn)	121[fluorescence artefact?]	0.5	95	3	3	96	100	-1	50
Cn1c(=O)oc2cc(S(=O)(=O)N3CCCC(C(=O)NCc4cccs4)C3)ccc21 (stereo not drawn)	142[fluorescence artefact?]	0.8	100	-8[fluorescence artefact?]	5	107	95	-2	24
CCS(=O)(=O)N1CCC(C(=O)NC2CCCCCCC2)CC1	95	0.9	96	4	-13	101	102	4	14
CCOC(=O)/C=C1\NC(=O)CS1	109	1.1	102	-8	-4	110	100	-5	-7
C=CCn1c(Cc2ccc(OC)cc2)nnc1SCC(N)=O	97	0.8	93	-5	5	98	92	-5	22
O=C(CCn1c(=S)[nH]c2ccccc2c1=O)NCCCN1CCOCC1	/	1	/	/	-8	/	/	-1	-3
O=C(O)c1cccc(N2C(=O)C3CC=CCC3C2=O)c1 (stereo not drawn)	99[fluorescence artefact?]	/	102	-15	/	101	94	/	/
Oc1ccccc1-c1nc(N2CCCC2)c2ccccc2n1	217*[fluorescence artefact?]	1	64	56*[fluorescence artefact?]	2	99	103	-2	2
CCCS(=O)(=O)N1CCC(C(=O)NCCN2CCCC2)CC1	103	1.1	84	-4	-14	99	94	1	-9
Cc1cc(C(=O)CSc2nnc(-c3cccnc3)n2-c2ccccc2F)c(C)n1C	55[fluorescence artefact?]	/	34*	70*	/	112	93	/	/
CCOc1ccc(CNC(=S)N/N=C\c2ccc([N+](=O)[O-])cc2)cc1	/	0.7	/	/	-16	/	/	0	31
CCCCCc1nc2c(=O)[nH]c3ccccc3c2o1	148	0.9	/	-1[fluorescence artefact?]	-3	93	100	-3	6
CCN(CC)S(=O)(=O)c1ccc2nc(NC(=O)c3cccs3)sc2c1	/	0.9	/	/	-34	/	/	15	12
CCc1ccc(Nc2nnc(SCc3cc(=O)n4ccsc4n3)s2)cc1	67[fluorescence artefact?]	0.7	78	33	-8	106	102	-4	33
CC(NS(=O)(=O)c1ccc(CCC(=O)NCc2cccnc2)cc1)c1ccccc1 (stereo not drawn)	111	0.4	82	-6	-6	95	97	-1	58*
O=C(NCc1cccs1)C1CCCN(c2ncccn2)C1 (stereo not drawn)	89	0.5	95	0	-2	79	93	3	53*
Cc1ccc(Oc2cc(C#N)c(C#N)cc2-n2nnc3ccccc32)cc1C	119	1.2	73	-16	-10	63	88	14	-22
CCSC1=C(C#N)C(c2ccccc2Cl)C(C(=O)c2cccs2)C(O)(C(F)(F)F)N1 (stereo not drawn)	/	0.9	/	/	0	/	/	-6	15
COc1ccc(N2CCCn3c2nc2c3c(=O)n(CCCc3ccccc3)c(=O)n2C)cc1	103	/	58	-20	/	90	83	/	/
C#CCN1C(=O)C2C(C(=O)NC)C3C=CC2(O3)C1C(=O)NCc1ccc(OC)cc1 (stereo not drawn)	102[fluorescence artefact?]	1	89	-8	19	98	96	-1	5

Reformatted bar-delimited: entries from further up.
molecule | ERa SRC1 pot | CYP2C19 act | H69AR growth 86K | ERa coact inh | CD11b adhes inh | HUVEC prolif 384 | Lung fibro prol | CD11b adhes enh | CYP2C19 inh
Cc1cc(C(=O)CSc2nnc(-c3cccnc3)n2-c2ccccc2F)c(C)n1C | 55[fluorescence artefact?] | / | 34* | 70* | / | 112 | 93 | / | /
CCOc1ccc(CNC(=S)N/N=C\c2ccc([N+](=O)[O-])cc2)cc1 | / | 0.7 | / | / | -16 | / | / | 0 | 31

Continued.
SMILES	ERa SRC1 pot	CYP2C19 act	H69AR growth 86K	ERa coact inh	CD11b adhes inh	HUVEC prolif 384	Lung fibro prol	CD11b adhes enh	CYP2C19 inh
CC(C(=O)Nc1ccc(C(=O)O)cc1)N1C(=O)c2ccccc2C1=O (stereo not drawn)	111	1	89	2[fluorescence artefact?]	1	120	108	-3	-4
COc1cccc(C(=O)Nc2c3c(nn2-c2cccc(C)c2C)CS(=O)(=O)C3)c1OC	89	1	49	21	-25	105	90	5	-2
CC(=O)Nc1ccc(NCC(O)COc2ccccc2)cc1 (stereo not drawn)	95[fluorescence artefact?]	0.4	70	0[fluorescence artefact?]	-1	97	112	-5	56*
COc1ccc(OC)c(CN2CCCC(C(=O)N3CCCCC3)C2)c1 (stereo not drawn)	122	0.9	86	-9	-2	90	98	3	10
COC(=O)CN1C(=O)C(O)(CC(=O)c2ccc(C)o2)c2ccccc21 (stereo not drawn)	130	1.1	79	-16	-10	95	101	1	-6
Cc1ccc(N(C(C)C(=O)Nc2ccc(S(=O)(=O)N3CCOCC3)cc2)S(C)(=O)=O)cc1C (stereo not drawn)	115[fluorescence artefact?]	0.6	79	2	-11	90	97	-5	36
COCc1cc(=O)[nH]c(/N=C(\N)Nc2ccc(C)cc2)n1	95	0.9	93	-4	-16	92	101	1	11
CCOc1cc(/C=C2/SC(=Nc3ccccc3)N(Cc3cccnc3)C2=O)ccc1OCC#N	/	0.9	/	/	-2	/	/	1	13
Cc1cc(C)cc(NC(=O)NC2CCN(CC(=O)Nc3c(C)cc(C)cc3C)CC2)c1	124[fluorescence artefact?]	/	81	-7	/	79	125	/	/
O=C(Oc1ccccc1)c1ccc2nccnc2c1	92	0.8	98	6	-3	90	95	2	20
CCn1c(COc2cccc(C)c2)nnc1SCC(=O)Nc1cccc(C(=O)O)c1	97[fluorescence artefact?]	1.2	86	-13	-6	99	100	-3	-19
CCc1ccc(/C=C/C(=O)c2c(C)cc(C)[nH]c2=O)cc1	/	0.2	/	/	-33	/	/	-5	80*
Cc1cc(OCC(C)C)ccc1/C(O)=C1/C(=O)C(=O)N(Cc2cccnc2)C1c1ccncc1 (stereo not drawn)	107	/	103	-1	/	106	104	/	/
Cc1ccccc1-n1nc(C(=O)O)cc1-c1ccccc1	94	0.9	89	-2	-11	89	98	0	6
COc1ccc(NC(=O)c2oc3ccccc3c2NC(=O)C(C)(C)C)cc1	/	1	/	/	-36	/	/	-3	2
O=C(CCC(=O)c1cccs1)OCc1nnc(-c2ccccc2)o1	120	0.8	96	-3	-32	110	102	-3	17
COc1cc(-c2nnn(CC#N)n2)ccc1OCc1ccccc1	96	0	82	1	4	105	94	-2	96*
CC(C)c1ccc(N(CC(=O)Nc2ccc(S(=O)(=O)N3CCOCC3)cc2)S(C)(=O)=O)cc1	88	0.3	30*	0	15	86	93	-2	73*
Cc1ccc(NC(=O)C2(NC(=O)c3cccc(N4C(=O)CSC4c4ccccc4)c3)CCCCC2)cc1 (stereo not drawn)	/	1	/	/	-3	/	/	5	4
CCN(CC)S(=O)(=O)c1cc(C(=O)N2CCc3ccccc32)ccc1Cl	100	0.7	54	-5	-3	103	89	-4	28

ERa coact inh: hit marks shown above.
SMILES	ERa SRC1 pot	CYP2C19 act	ERa coact inh	CD11b adhes inh	CD11b adhes enh	CYP2C19 inh
Oc1ccccc1-c1nc(N2CCCC2)c2ccccc2n1	217*[fluorescence artefact?]	1	56*[fluorescence artefact?]	2	-2	2
Cc1cc(C(=O)CSc2nnc(-c3cccnc3)n2-c2ccccc2F)c(C)n1C	55[fluorescence artefact?]	/	70*	/	/	/

The list continues:
SMILES	ERa SRC1 pot	CYP2C19 act	H69AR growth 86K	ERa coact inh	CD11b adhes inh	HUVEC prolif 384	Lung fibro prol	CD11b adhes enh	CYP2C19 inh
CCn1c(CSc2nnc(C)n2-c2ccccc2)nc2cc(S(=O)(=O)N(C)C)ccc21	109	1	85	20[fluorescence artefact?]	-1	95	96	1	-2
CN(C)S(=O)(=O)N(Cc1ccc(Br)cc1)c1ccccc1	111	0.1	98	-2	/	101	90	/	86*
CN(C)CC(=O)Nc1ccc(S(N)(=O)=O)cc1	107[fluorescence artefact?]	1	99	2	-16	90	99	-1	2
Cc1noc(C)c1S(=O)(=O)NCCN1CCN(c2ccccc2)CC1	111	1.1	92	-14	6	100	96	4	-6
CC(C)(C)c1ccccc1OCC(=O)NCCC(=O)O	120	1	104	-6	1	92	93	3	1
Cc1onc(-c2c(F)cccc2Cl)c1C(=O)NC1=NCCS1	124	0.5	78	-4	-13	84	108	-7	54*
COc1ccc(OC)c(Nc2nc(-c3sc(NC(=O)C(C)(C)C)nc3C)cs2)c1	/	0.9	/	/	-6	/	/	1	8
O=S1(=O)C[C@@H](N2CCOCC2)[C@H](N2CCOCC2)C1	115	/	85	-3	/	83	97	/	/
Cc1ccc(S(=O)(=O)Nc2c(C)n(C)n(-c3ccccc3)c2=O)cc1	98	0.9	103	-1[fluorescence artefact?]	-12	97	109	-3	14
CCOC(=O)CN(C(=O)Cn1nnc(-c2ccc(OC)cc2)n1)C(C(=O)NC1CCCC1)c1ccc(F)cc1 (stereo not drawn)	121	/	95	-7[fluorescence artefact?]	/	93	96	/	/
COc1ccc(CC(=O)OCn2nnc3ccccc3c2=O)cc1	146	/	88	2	/	104	93	/	/
COc1cccc(C(=O)CN2C3=NCCCN3c3ccccc32)c1	120	0.9	70	2	-14	93	97	1	10
CCOC(=O)c1[nH]c(C)c(C(=O)NCc2cccnc2)c1C	139	1	92	-1	3	107	107	-2	0
Cc1cc(Oc2ccc(=O)n(C)n2)nc(Oc2ccc(=O)[nH]n2)n1	123	0.9	96	5[fluorescence artefact?]	7	105	112	-5	6
Cn1cc(SCC(=O)N2CCOCC2)c2ccccc21	101	0.1	96	-8	7	95	93	0	90*
CCOc1ccc(NCCC#N)cc1	96	1.1	103	-4	/	103	99	/	-6
C=CCn1c(=O)c2c3c(sc2n2c(Nc4ccc(C(=O)OCC)cc4)nnc12)CCCC3	111	0.8	39*	3	8	86	104	-4	23
COC(=O)c1sccc1NC(=O)Nc1ccc(Cl)c(Cl)c1	/	0.8	/	/	-10	/	/	4	15
CC(C)COP(=O)(c1ccc(N(C)C)cc1)C(O)c1ccncc1 (stereo not drawn)	109	0.3	96	4[fluorescence artefact?]	44	86	96	-1	72*
O=C1C=C(NCC2CCCO2)CC(c2ccccc2)C1 (stereo not drawn)	116	0.3	103	-6	-14	104	97	-2	73*

Given with each value named: part of the list above.
structure: CC(C)(C)c1ccccc1OCC(=O)NCCC(=O)O
  ERa SRC1 pot = 120	CYP2C19 act = 1	H69AR growth 86K = 104	ERa coact inh = -6	CD11b adhes inh = 1	HUVEC prolif 384 = 92	Lung fibro prol = 93	CD11b adhes enh = 3	CYP2C19 inh = 1
structure: Cc1onc(-c2c(F)cccc2Cl)c1C(=O)NC1=NCCS1
  ERa SRC1 pot = 124	CYP2C19 act = 0.5	H69AR growth 86K = 78	ERa coact inh = -4	CD11b adhes inh = -13	HUVEC prolif 384 = 84	Lung fibro prol = 108	CD11b adhes enh = -7	CYP2C19 inh = 54*
structure: COc1ccc(OC)c(Nc2nc(-c3sc(NC(=O)C(C)(C)C)nc3C)cs2)c1
  ERa SRC1 pot = /	CYP2C19 act = 0.9	H69AR growth 86K = /	ERa coact inh = /	CD11b adhes inh = -6	HUVEC prolif 384 = /	Lung fibro prol = /	CD11b adhes enh = 1	CYP2C19 inh = 8

Arranged by the number under ERa SRC1 pot (smallest number first): 4 from the list above
Molecule	ERa SRC1 pot
Cc1ccccc1-n1nc(C(=O)O)cc1-c1ccccc1	94
CCS(=O)(=O)N1CCC(C(=O)NC2CCCCCCC2)CC1	95
COc1ccc(OC)c(CN2CCCC(C(=O)N3CCCCC3)C2)c1 (stereo not drawn)	122
Cc1onc(-c2c(F)cccc2Cl)c1C(=O)NC1=NCCS1	124

Rows are unselected. Share with any hit: about 26%.
